# Assay outcomes: PubChem, National Center for Advancing Translational Sciences (NCATS)
# KinaseGlo FLuc: blocks Kinase-Glo luciferase, a counter-screen artifact | Q27757 | Kinase-Glo luciferase, ATP luminescence, 8 min | Potency, µM (series often up to 38.3 µM), for inactives: top-dose activity change, negative = inhibition, hits mostly inhibitors | hit rate 0.28% among 200,000; note: potency is the fitted concentration of half-maximal effect; % is set by controls: 0 for no effect and ±100 for the full control effect; nearly all actives have a fitted effect of over 60% in size
#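 Kinase-Glo luciferase light output from ATP and luciferin was measured with 10 uM ATP, within the enzyme's linear range. Buffer: 50 mM imidazole pH 7.2, 50 mM KCl, 7 mM MgCl2, 0.01% Tween 20, 0.05% BSA; luminescence read after 8 min at ambient temperature.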
# LMNA splice mod: changes lamin A minigene splicing in HeLa cells. Potency, µM (series often up to 46.1 µM), for inactives: top-dose ratio change, negative = inhibition, actives largely listed as inhibitors. AID 1487. HeLa LMNA splicing GFP/RFP minigene ratio, 48 h. hit rate 0.01% among 200,000; active = well fitted inhibition curve with a large enough effect in the signal ratio, with a control signal flat, not every such curve was filed as active; inconclusive = small, poorly fitted or top-dose-only effect, or effect the other way, or a change in a side signal; the % refers to the signal ratio; note: potency is the fitted concentration of half-maximal effect; % is set by controls: 0 for no effect and ±100 for the full control effect
#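 Read-out is the ratio of GFP to DsRed2 object intensity, acquired by 488 nm laser-scanning cytometry on HeLa lamin A-EGFP minigene reporter cells. Compound incubation 48 hrs at 37 °C in Opti-MEM with 2% FBS; DMSO 0.5% final.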
# NPSR antag: neuropeptide S receptor (human) antagonism, cAMP; Q6W5P4; CHO-NPSR cells, cAMP TR-FRET, antagonist mode; Potency, µM (highest dose often 38.3 µM), without a hit: at the highest dose activity change, negative = inhibition, most hits filed as inhibitors; hit rate 1% among 220,000; AID 1461; note: potency is the fitted concentration of half-maximal effect; % is set by controls: 0 for no effect and ±100 for the full control effect; nearly all actives have a fitted effect of over 50% in size; many of its hits are not listed in these tables
# Target sequence (Q6W5P4 whole entry, looked up): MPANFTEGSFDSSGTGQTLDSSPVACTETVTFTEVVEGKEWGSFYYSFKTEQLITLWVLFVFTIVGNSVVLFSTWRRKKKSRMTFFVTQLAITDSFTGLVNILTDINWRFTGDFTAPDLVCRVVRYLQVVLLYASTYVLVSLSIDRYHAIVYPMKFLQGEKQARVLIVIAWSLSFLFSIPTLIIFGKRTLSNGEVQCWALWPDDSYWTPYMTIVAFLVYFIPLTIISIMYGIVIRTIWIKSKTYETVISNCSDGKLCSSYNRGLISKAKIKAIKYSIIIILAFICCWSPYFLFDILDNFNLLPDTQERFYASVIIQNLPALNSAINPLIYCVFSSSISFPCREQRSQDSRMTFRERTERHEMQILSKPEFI
# IMPase Li inh: membrane-permeable IMPase blocker, potentiated with lithium | CHO-M1 cells, IP1 TR-FRET (IP-One), carbachol + lithium | Potency, µM (doses to about 59.4 µM), inactives show at the top dose activity, negative = IMPase inhibition, usual class: inhibitors | hit rate 0.35% among 210,000;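 note: IP1 builds up when IMPase is blocked and the TR-FRET signal falls; potency is the fitted concentration of half-maximal effect; plate controls were basal vehicle for no effect and high inhibitor control for full effect; nearly all actives have a fitted effect of over 50% in size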
#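 IP1 accumulation measured by competitive TR-FRET in lysed CHO-M1 cells after 30 min compound exposure at 37C, with a small lithium addition to potentiate weak responses. Hill-equation AC50 from ratio and donor-channel data.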
# Epigenetic derep: derepresses silenced GFP reporter in murine cells; Potency, µM (highest dose often 53.9 µM), for inactives: at the highest dose GFP activation, hits mostly activators; murine LDR cells, GFP reporter derepression, 30 h; hit rate 0.2% among 280,000; note: potency is the fitted concentration of half-maximal effect; % of control where 0% means no effect; nearly all actives have a fitted effect of over 60% in size
#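 GFP-positive cell count by laser-scanning cytometry (objects 20–120 um) after 30 h, 37 C compound exposure of murine LDR cells; reporter is CMV-GFP integrated at a silenced locus, inducible by HDAC or DNMT inhibitors.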
# CBFb RUNX1 block: blocks binding between human CBF-beta and RUNX1; AID 1477; 230,000 tested, under 10 active; AlphaScreen CBFb-His/RUNX1-biotin binding, biochemical; Potency, µM (series often up to 59.8 µM), for the others: at the top dose activity, negative = inhibition, most hits filed as inhibitors; note: % of control where 0% means no effect
# Target sequence (Q01196 whole entry, looked up): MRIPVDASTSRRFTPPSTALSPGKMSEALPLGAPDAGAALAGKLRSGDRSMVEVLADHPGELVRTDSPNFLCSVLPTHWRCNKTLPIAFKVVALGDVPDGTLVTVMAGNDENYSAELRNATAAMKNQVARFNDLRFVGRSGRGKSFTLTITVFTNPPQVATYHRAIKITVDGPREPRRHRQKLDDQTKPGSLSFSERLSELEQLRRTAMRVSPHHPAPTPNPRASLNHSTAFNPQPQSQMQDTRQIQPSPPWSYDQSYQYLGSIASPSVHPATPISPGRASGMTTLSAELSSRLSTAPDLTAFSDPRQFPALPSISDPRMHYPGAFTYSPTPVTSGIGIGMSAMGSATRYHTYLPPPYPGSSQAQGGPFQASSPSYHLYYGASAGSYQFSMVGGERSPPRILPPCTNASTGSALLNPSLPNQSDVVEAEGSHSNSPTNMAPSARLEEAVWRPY
# Target sequence (Q13951 whole entry, looked up): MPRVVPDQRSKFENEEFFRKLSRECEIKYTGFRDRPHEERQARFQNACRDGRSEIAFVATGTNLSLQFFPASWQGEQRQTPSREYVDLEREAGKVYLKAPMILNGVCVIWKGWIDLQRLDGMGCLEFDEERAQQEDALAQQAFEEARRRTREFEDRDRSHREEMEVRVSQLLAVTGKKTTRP
#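 Inhibition was taken as any reduction in AlphaScreen signal from the CBF-beta–RUNX1 pair (His and biotin tags, 30 nM each), measured after compound (15 min) and bead (90 min) incubations at room temperature.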
# HTT aggregate: inhibitors of mutant huntingtin aggregate formation in PC12 cells; PC12 HttQ103-GFP aggregates, Acumen cytometry, 40 h; Potency, µM (highest dose often 46.1 µM), for inactives: top-dose activity change, negative = inhibition, hits mostly inhibitors; hit rate 1.1% among 220,000; AID 1688; note: potency is the fitted concentration of half-maximal effect; % is set by controls: 0 for no effect and ±100 for the full control effect; nearly all actives have a fitted effect of over 60% in size
#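 Quantitative HTS on tebufenozide-induced (100 nM) PC12 cells stably expressing polyQ103 Huntingtin exon 1–GFP. Reduction of bright GFP aggregates, detected by laser scanning cytometry after lysis, identified actives across the titration.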
# An asterisk follows results filed as active; ? = inconclusive; . = no result given; [ ] = another dose, or the depositor's remark. Unless noted, calls come from the whole dose curve; as a rule, active = well fitted curve in the direction sought with a large enough effect; inconclusive = small, poorly fitted or top-dose-only effect, or another doubt; inactive = no such curve, though single readings can be large; an effect the other way counts as inactive or inconclusive. An excerpt; the hit share may differ from the screen's.
nr	mol	KinaseGlo FLuc	LMNA splice mod	NPSR antag	IMPase Li inh	Epigenetic derep	CBFb RUNX1 block	HTT aggregate
1	COc1ccc(C(c2sc3ncnn3c2O)N2CC(C)OC(C)C2)cc1OC (configuration not stated)	0%	?	11%[46.1 µM]	3%	1.0%	-5%	-15%
2	CCOC(=O)Cc1c(C)nc(N)[nH]c1=O	0%	3%[46 µM]	12%	3%	1.1%	-15%	-6%[9.22 µM]
3	CC(=O)NC12CC3CC(CC(CC(=O)O)(C3)C1)C2	-2%	4%	3%[46.1 µM]	12%[38.3 µM]	-1.1%	1%	5%
4	O=C1CC2(CCCC2)CC(=O)N1CCCCNC[C@H]1COc2ccccc2O1	5%	.	.	20%	-0.4%	-8%[21.7 µM]	.
5	Cc1nc2ccc(NC(=S)N3CCOCC3)cc2nc1C	-2%	.	21%	1%	-0.3%	.	-1%
6	COc1cccc(/C=N/NC(=O)c2cc3c(OC)cccc3[nH]2)c1OC	1%	-23%	9%	-7%	-1.1%	-7%	11%
7	O=C(Nc1nc(-c2cccs2)c(-c2ccccc2)s1)c1ccco1	-3%	?	-16%[46.1 µM]	15%[38.3 µM]	5.8%	2%	-1%[9.22 µM]
8	Cc1cc(C)c2ccc(Cl)cc2n1	.	.	-16%	.	-1.8%	2%	1%[9.22 µM]
9	Cc1ccccc1-n1ncc(C(C)NC(=O)c2ccco2)c1C (configuration not stated)	-2%	?	-10%	6%	-1.6%	-1%	7%[9.22 µM]
10	O=C(O)c1ccc(NS(=O)(=O)c2ccc3nnn(O)c3c2)cc1	0%	-6%	-9%[46.1 µM]	32%[activator][38.3 µM]	-3.9%	1%	15%

# An excerpt from above in order of formula weight, low to high:
nr	mol	KinaseGlo FLuc	LMNA splice mod	NPSR antag	IMPase Li inh	Epigenetic derep	CBFb RUNX1 block	HTT aggregate
2	CCOC(=O)Cc1c(C)nc(N)[nH]c1=O	0%	3%[46 µM]	12%	3%	1.1%	-15%	-6%[9.22 µM]
6	COc1cccc(/C=N/NC(=O)c2cc3c(OC)cccc3[nH]2)c1OC	1%	-23%	9%	-7%	-1.1%	-7%	11%
4	O=C1CC2(CCCC2)CC(=O)N1CCCCNC[C@H]1COc2ccccc2O1	5%	.	.	20%	-0.4%	-8%[21.7 µM]	.

# Complete entries as entered above. Screens in order: KinaseGlo FLuc | LMNA splice mod | NPSR antag | IMPase Li inh | Epigenetic derep | CBFb RUNX1 block | HTT aggregate
# CCOC(=O)Cc1c(C)nc(N)[nH]c1=O reads 0% | 3%[46 µM] | 12% | 3% | 1.1% | -15% | -6%[9.22 µM]
# Cc1ccccc1-n1ncc(C(C)NC(=O)c2ccco2)c1C (configuration not stated) reads -2% | ? | -10% | 6% | -1.6% | -1% | 7%[9.22 µM]
# Cc1nc2ccc(NC(=S)N3CCOCC3)cc2nc1C reads -2% | . | 21% | 1% | -0.3% | . | -1%

# The list continues:
nr	mol	KinaseGlo FLuc	LMNA splice mod	NPSR antag	IMPase Li inh	Epigenetic derep	CBFb RUNX1 block	HTT aggregate
11	Nc1ccc(SC(F)(F)F)cc1C(=O)c1ccccc1	-1%	?	-1%[46.1 µM]	-10%[38.3 µM]	-0.7%	2%	?
12	COCc1cc(C)nc(SCC(=O)c2ccc(O)c(O)c2)c1C#N	3%	?	-20%[46.1 µM]	57%[activator][38.3 µM]	0.6%	-6%	21%
13	COc1ccc2cc3cc(C(=O)NCc4cccnc4)oc3nc2c1	-1%	23%[9.22 µM]	-1%	-5%	1.2%	11%	15%
14	NC(=S)Nc1cccc2[nH]ccc12	-1%	.	-8%	1%	-1.1%	-13%	4%
15	CCOC(=O)CSc1nc2c(cnn2-c2ccc(C)cc2)c(=O)[nH]1	-1%	-4%	-1%[46.1 µM]	-17%[38.3 µM]	3.9%	-4%	13%
16	Cc1[nH]nc2c1C(c1ccccc1F)CC(=O)N2 (configuration not stated)	1%	-2%	-6%[46.1 µM]	1%[38.3 µM]	2.0%	-1%	-29%
17	O=C(NCc1ccccc1)c1ccc2nccnc2c1	3%	21%	-7%[46.1 µM]	22%[38.3 µM]	-3.8%	2%	-25%
18	O=C(CN1CCC(O)(c2ccccc2F)CC1)NCCc1c[nH]c2ccccc12	-2%	6%	-17%[46.1 µM]	-1%[38.3 µM]	-0.2%	1%	-5%
19	CC[n+]1c(/C=C/N(C)c2ccccc2)oc2ccc(Cl)cc21	2%	?	21%	-4%	-2.2%	-14%	5%
20	COc1ccc(-c2csc(NS(=O)(=O)c3ccc([N+](=O)[O-])cc3)n2)cc1	4%	?	1%	2%	0.0%	-19%	-12%
21	COc1ccc(CCNC(=O)c2ccc(CN3CCC(Cc4ccccc4)CC3)cc2)cc1	3%	-6%	5%	15%	0.0%	5%	-4%
22	Clc1cccc(-c2ccc(C=Nc3ccc(N4CCOCC4)cc3)o2)c1Cl	-13%	-11%[46 µM]	2%	0%	1.4%	?	2%[9.22 µM]
23	COc1cccc(S(=O)(=O)NCc2ccc(C(=O)NCc3ccco3)cc2)c1	3%	-5%	-5%[46.1 µM]	-3%[38.3 µM]	0.0%	4%	?
24	Cc1cc(NC(=O)C2CCCCC2C(=O)O)no1 (configuration not stated)	1%	-2%	5%[46.1 µM]	5%[38.3 µM]	-2.1%	7%	-4%
25	COc1ccc2c(=O)ccoc2c1	2%	-9%	.	-3%	1.1%	.	.
26	NC(=O)c1ncc(C(F)(F)F)cc1Cl	-2%	12%[46 µM]	18%	-5%	1.3%	-10%	-5%
27	CCCNC(=O)Cn1c(=O)/c(=C\c2ccc(-c3ccc([N+](=O)[O-])cc3)o2)s/c1=C\C(=O)C(C)(C)C	-1%	?	-8%	-20%	0.2µM*	-1%	14µM*
28	COc1cccc(C(=O)Nc2cc(C)c3c(=O)oc4ccccc4c3n2)c1	.	.	-15%	.	2.3%	-20%	1%[9.22 µM]
29	CCc1nnc(NC(=O)C2CCC(CNc3c(N4CCC(C)CC4)c(=O)c3=O)CC2)s1 (configuration not stated)	.	.	-2%	.	-1.8%	9%	6%[9.22 µM]
30	COc1ccc(CCNC(=O)CSc2nc3[nH]ncc3c(=O)n2-c2ccccc2OC)cc1OC	-2%	-4%[46 µM]	-5%	7%	5.7%	8%	7%
31	CCN(C(=O)CSc1ccc2ccccc2c1)C1CCS(=O)(=O)C1 (configuration not stated)	2%	4%	14%	-5%	0.0%	0%	10%
32	CCNC(=O)NC(=O)COC(=O)C1CSC2(C)CCC(=O)N12 (configuration not stated)	1%	.	5%	8%	-1.2%	-10%	4%
33	CC(=O)Nc1nc2c(s1)C(=O)NCCC2	0%	?	8%	0%	-0.9%	-4%	-8%[9.22 µM]
34	O=C(COC(=O)CN=C1NS(=O)(=O)c2ccccc21)Nc1ccccc1OC(F)F	0%	-1%[46 µM]	5%	4%	7.2%	-10%	3%
35	CC12CNCC(C)(CN(C(c3ccccc3)c3ccccc3)C1)C2	4%	-11%	?	-8%	-0.8%	0%	5%
36	CCCN1C(=O)C(Cc2nc3ccccc3c(=O)n2C)c2ccccc21 (configuration not stated)	-3%	8%	-18%[46.1 µM]	-7%[38.3 µM]	1.2%	6%	10%
37	CCOC(=O)C(C)(C)N(Cc1ccc(Cl)cc1)S(=O)(=O)c1ccc(Cl)c([N+](=O)[O-])c1	4%	5%	-55%	9%	0.1%	-18%	?
38	CC(=O)c1cccc(NC(=O)c2nc(-c3ccccc3)oc2C)c1	-4%	.	-5%	5%	1.7%	0%	2%
39	Cc1oc(-c2ccccc2)cc1C(=O)NC(Cc1c[nH]c2ccccc12)C(=O)O (configuration not stated)	-1%	-17%	11%	-2%	1.5%	-10%	-25%
40	Cc1ccc(S(=O)(=O)/N=C(/Nc2nc(C)cc(C)n2)N2CCOCC2)cc1	-4%	-3%	4%[46.1 µM]	-4%[38.3 µM]	0.0%	7%	-19%
41	O=C(Cc1cccs1)Nc1nc2c(s1)CCCC2	-4%	?	-12%[46.1 µM]	12%[38.3 µM]	3.9%	-31%	3.2µM*
42	O=C(CSCc1ccccc1Br)N/N=C/c1ccccc1C(=O)O	4%	6%[46 µM]	2%	-3%	-1.3%	-2%	19%[9.22 µM]
43	O=C(CN1C(=O)COc2ccc(Cl)cc21)N1CCc2ccccc21	1%	14%	?	23%[38.3 µM]	0.0%	3%	17%
44	O=c1c2cc(N3CCOCC3)ccc2[nH]c(=S)n1Cc1ccco1	1%	8%	-19%[46.1 µM]	12%[38.3 µM]	-2.1%	-13%	1%
45	C=CCn1c(SCC(=O)NC23CC4CC(CC(C4)C2)C3)nc2cc(C(=O)O)ccc2c1=O	4%	?	-13%	4%	0.0%	?	13%
46	CCn1c(=O)cc(SCC(=O)N2CCN(C)CC2)c2ccccc21	-2%	-29%	-17%[46.1 µM]	20%[38.3 µM]	3.1%	0%	26%
47	CC(C)n1c(SCc2ccc(Cl)cc2)nc2c1c(=O)[nH]c(=O)n2C	-5%	-4%	-7%[46.1 µM]	2%[38.3 µM]	-4.4%	-2%	-3%
48	Cc1ccc(NC(=O)C(C)N2CCCC2)cc1Cl (configuration not stated)	-1%	-3%[46 µM]	9%	6%	0.9%	5%	11%
49	CCOC(=O)c1nn(-c2ccc(Cl)cc2)c2nc(Nc3ccccc3)cc(=O)n12	-2%	-2%	-4%[46.1 µM]	8%[38.3 µM]	1.6%	3%	?
50	O=C(c1cccs1)N1CCN(S(=O)(=O)N2CCOCC2)CC1	1%	4%	2%[46.1 µM]	10%[38.3 µM]	-0.8%	-4%	-9%
51	O=[N+]([O-])c1ccc(NC(=S)N2CCN(c3ccc(F)cc3)CC2)cc1	0%	6%[0.0737 µM]	-19%[46.1 µM]	12%[38.3 µM]	-0.2%	-12%	?
52	O=C(O)CCC(=O)OC1CC2CCC1C2 (configuration not stated)	-2%	-2%	20%[46.1 µM]	-27%[38.3 µM]	-0.9%	9%	3%
53	O=S(=O)(c1ccc(Oc2ncnc3scc(-c4ccccc4)c23)cc1)N1CCOCC1	0%	?	-23%[46.1 µM]	20%[38.3 µM]	-4.3%	-6%	-17%
54	O=C(NCCC1=CCCCC1)c1ccc2c(c1)N(Cc1ccccc1)C(=O)CS2	0%	?	?	45%[activator][38.3 µM]	1.3%	2%	9%[9.22 µM]
55	N/C(Cc1cccs1)=N\OC(=O)COc1ccc(Cl)cc1Cl	-2%	-4%	-11%[46.1 µM]	47%[activator][38.3 µM]	-1.6%	?	12%
